Bioassay records: PubChem, several laboratories
West Nile antiviral: West Nile virus antiviral activity, cell-based, CPE readout (AID 1621). West Nile virus-infected cells, CPE inhibition; higher % means a stronger effect. CPE inhibition, % at 10 µM; hits with a dose series show IC50 in µM. hit rate 0.02% among 290,000; in the data active = a potency from the dose series; inconclusive = CPE inhibition mostly from about 3.7% at the one dose, without a potency; inactive = the rest, 99 in 100 with CPE inhibition below about 2.2%; note: strong numbers were not always called active
GPR55 beta-arrestin: GPR55 agonists via beta-arrestin recruitment, primary screen, imaging, U2OS cells, beta-arrestin-GFP redistribution (AID 1961); U2OS GPR55 beta-arrestin-GFP redistribution imaging; higher % means a stronger effect; activation, % at 10 µM; hits with a dose series show EC50 in µM; hit rate 0.048% among 290,000;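 active = activation above 40% with more than 50 cells counted in the well; inconclusive = wells holding fewer than 50 cells, flagged as toxic or sparse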;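 note: U2OS osteosarcoma cells stably expressing GPR55 and beta-arrestin-GFP; plate controls were DMSO negative control for no effect and LPI positive control for full effect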
NTR1 agonist: NTR1-driven beta-arrestin-GFP spot formation – imaging, U2OS cells, high content, primary screen (AID 493036); P30989; agonist mode; activation, % at 20 µM; hit rate 0.17% among 330,000;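 active = activation at or above 40% of the spot to cytoplasm intensity ratio, with at least 20 cells analyzed; inconclusive = wells under 20 cells, flagged as cytotoxic or low count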;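 note: 0% = DMSO without peptide and 100% = 100 nM NTR1 peptide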
Target sequence (P30989 whole entry, looked up): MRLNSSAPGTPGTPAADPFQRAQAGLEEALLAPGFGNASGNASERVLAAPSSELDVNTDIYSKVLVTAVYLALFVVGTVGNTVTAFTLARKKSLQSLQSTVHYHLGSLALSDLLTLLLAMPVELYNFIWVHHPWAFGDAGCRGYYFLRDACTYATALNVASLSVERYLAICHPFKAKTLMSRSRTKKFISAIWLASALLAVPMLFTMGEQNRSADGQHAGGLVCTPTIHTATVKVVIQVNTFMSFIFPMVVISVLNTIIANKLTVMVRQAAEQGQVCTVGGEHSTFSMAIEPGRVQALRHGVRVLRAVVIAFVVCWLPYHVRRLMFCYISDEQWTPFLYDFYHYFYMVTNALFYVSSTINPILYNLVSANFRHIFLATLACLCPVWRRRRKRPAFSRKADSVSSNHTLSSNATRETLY
KOR beta-arrestin-1: KOR agonists, beta-arrestin recruitment, primary screen, cell-based, luminescence, uHTS (AID 1777); hit rate 0.02% among 280,000; one-dose activation, % at 10 µM; EC50 in µM for titrated hits; KOR beta-arrestin recruitment, luminescence; higher % means a stronger effect; in the data active = activation above about 50%, passing the limit was not always enough; note: a part of the inactive calls stands beside numbers as strong as those of hits
GPR35 antagonists: inhibition of zaprinast-stimulated GPR35 beta-arrestin translocation – imaging, U2OS, beta-arrestin-GFP, zaprinast agonist, primary screen (AID 2058); U2OS GPR35 beta-arrestin-GFP translocation imaging, zaprinast antagonism; higher % means a stronger effect; inhibition, % at 10 µM, or IC50 in µM where a hit was titrated; hit rate 0.052% among 290,000;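 active = inhibition of at least 50% with at least 30 cells and total cytoplasm GFP at most 10,000,000; inconclusive = under 30 cells or total GFP of 10,000,000 plus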
KOR beta-arrestin-2: KOR antagonists, beta-arrestin recruitment, cell-based, luminescence, uHTS (AID 1778). KOR beta-arrestin recruitment, luminescence, antagonist mode; higher % means a stronger effect. inhibition, % at 10 µM, or IC50 in µM where a hit was titrated. hit rate 0.091% among 290,000; in the data active = inhibition above about 50%; note: strong numbers were not always called active
PhoP inhibition: inhibitors of PhoP regulon expression, primary screen, Salmonella Typhimurium, GFP reporter (AID 1863) | hit rate 0.16% among 300,000 | inhibition, % at 50 µM; hits with a dose series show IC50 in µM | S. Typhimurium PhoP-regulated promoter GFP reporter, 4 h; higher % means a stronger effect;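 active = inhibition over 29.93%, a cutoff 3 SD above the screen mean, later confirmed by dose response; inconclusive = inhibition over 29.93% but no dose response follow-up; inactive = inhibition at most 29.93% or unconfirmed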;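 note: 0% = low Mg2+ inducing control and 100% = high Mg2+ repressing control; strong numbers were not always called active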
T cell HTS: modulates CD8 T cell binding to vesicles; 2C CD8+ T cell-vesicle binding, flow cytometry; active compounds read low; hit rate 0.068% among 330,000; calls only at 7 µM;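 active = response, share of CD8 T cells binding vesicles, and their 90th percentile fluorescence all below set limits, cut at about 80% in these data, passing the limit was not always enough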
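material = purified 2C TCR transgenic mouse naive CD8+ T cells | controls = Unloaded micro-vesicles (low), QL9 vesicles with 0.7% DMSO (high) | detection = cytometric PE anti-B7-1 and Alexa647 anti-CD8 signals after 1% paraformaldehyde fixation | incubation = binding step 1.5 h, 37 °C, antibody labelling 20 min, ice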
GPR55 LPI antagonism: inhibition of LPI-stimulated GPR55 beta-arrestin translocation – imaging, U2OS, beta-arrestin-GFP, LPI agonist, primary screen (AID 2013); U2OS GPR55 beta-arrestin-GFP translocation imaging, LPI antagonism; higher % means a stronger effect; hit rate 0.13% among 290,000; one-dose inhibition, % at 10 µM; IC50 in µM for titrated hits;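 active = spots per cell inhibited over 60%, with over 100 cells counted and total cytoplasm intensity under 500,000; inconclusive = wells with under 100 cells, flagged as likely toxic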;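 note: U2OS cells stably carrying GPR55 and arrestin-GFP stimulated by 5 µM LPI near EC80; imaged beta-arrestin-GFP aggregate spots per cell after agonist stimulation; plate controls were LPI-stimulated DMSO wells for no effect and DMSO wells without LPI for full effect; some results filed as inactive read as strong as hits; confirmed hits need IC50 under 10 µM and bright autofluorescent wells are also inconclusive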
T cell HTS vesicle-bound %: further read-out of T cell HTS, marked with its call; double positive events, %; measured here: CD8+ vesicle-bound cell fraction;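 binding gate set so that unloaded-vesicle control wells show 10% double positive cells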
NTR1 agonist cell count 20 µM: further read-out of NTR1 agonist, marked with its call; cell count; measured here: cell count, cytotoxicity flag
* = called active by the depositor; i = inactive; ? = inconclusive; · = no result given; + = active, no number; [ ] = dose if it differs, or a comment.

SMILES	West Nile antiviral	GPR55 beta-arrestin	NTR1 agonist	NTR1 agonist cell count 20 µM	KOR beta-arrestin-1	GPR35 antagonists	KOR beta-arrestin-2	PhoP inhibition	T cell HTS	T cell HTS vesicle-bound %	GPR55 LPI antagonism
Clc1ccc(COn2c(-c3ccc(Cl)cc3Cl)nc3ncccc32)cc1	-0.7%	-0.2%	5.0	36	-4.9%	22%	-9%	6%	i	10	20%
COc1cccc(NC(=O)CN(Cc2ccccc2)S(C)(=O)=O)c1	-0.3%	0.2%	0.2	41	-3.3%	-1%	-8%	-12%	i	21	6%
CCCc1cc(=O)oc2cc(C)cc(OCC(=O)NC(Cc3ccc(Cl)cc3)C(=O)O)c12 (stereo unspecified)	-0.1%	-0.2%	1.4	92	-5.4%	8%	-21%[20 µM]	0%	i	47	3%
Cc1ccc(NC(=S)N(Cc2ccccc2)Cc2cccs2)c(C)c1	-0.6%	-0.6%	2.8	55	-2.7%	-4%	-11%	3%	i	22	10%
Cc1oc(C(=O)O)cc1COc1cccc2cccnc12	0.6%	-1.0%	-0.6	40	6.1%	11%	17%	-4%	i	40	7%
COc1ccc(N2CCN(S(=O)(=O)c3cc(-c4cc(C)no4)ccc3C(C)C)CC2)cc1	0.0%	-0.1%	0.4	49	3.7%	-11%	-66%	-2%	i	56	-16%
O=C(NNC(=S)NC(=O)c1ccco1)c1ccc(F)cc1	1.1%	-0.1%	-0.8	103	-3.4%	9%	6%	-1%	+	1.3*	0%
COc1cc(CN2CCN(C(=O)CC(C)C)CC2)cc(OC)c1O	-0.3%	-0.3%	-1.2	64	7.7%	3%	-35%	-9%	i	20	12%
CC1CCCN(CCCNC(=O)c2ccc(N3CCCC3=O)cc2)C1 (stereo unspecified)	-0.5%	-0.2%	-0.1	67	-1.7%	-2%	-23%	2%	i	38	20%
CCCn1c(OC)nc2c1c(=O)n(C)c(=O)n2C	0.0%	-0.1%	-1.6	90	-3.5%	-3%	33%	3%	i	44	5%
CCOc1cccc2cc(C(=O)NCc3ccc(F)cc3)c(=N)oc12	-0.3%	-0.1%	8.6	58	9.9%	10%	-38%	-4%	i	55	0%
O=C(O)C1C(c2ccccc2)C(C(=O)OCc2ccco2)C1c1ccccc1 (stereo unspecified)	0.8%	-0.3%	1.4	69	-2.2%	-6%	-24%	-3%	i	56	-3%
C=CCn1c(=O)c(C(=O)Nc2ccc(C)cc2)c(O)c2ccccc21	-1.5%	-0.2%	8.0	78	2.9%	-10%	-48%[20 µM]	-6%	i	16	-9%
c1ccc2sc(NC3=NCN(CCN4CCOCC4)CN3)nc2c1	0.2%	-0.1%	-0.4	31	·	4%	12%[20 µM]	2%	i	33	11%
CCOc1ccc(CNC(=O)c2ccc(Sc3ccc(C)cc3)c(NC(C)=O)c2)cc1	-1.9%	0.1%	2.5	50	4.8%	-8%	2%	-6%	i	30	-10%
O=[N+]([O-])c1ccccc1Nc1nc(-c2cccnc2)cs1	-1.1%	-0.2%	2.3	68	-5.9%	21%	-4%[20 µM]	-6%	i	42	-14%
O=C(CN1C(=O)/C(=C/c2ccccc2F)Sc2ccccc21)NCc1cccnc1	0.7%	0.6%	1.0	76	7.2%	-15%	-40%	-10%	i	57	-6%
O=C(Nc1cc(N2CCOCC2)ncn1)Nc1cccc2ccccc12	-0.1%	-0.2%	0.1	38	6.3%	7%	-51%	-2%	i	23	-3%
C/C(=N/NC(=O)C1CC1(c1ccccc1)c1ccccc1)c1cccs1 (stereo unspecified)	-1.3%	0.5%	8.9	81	6.6%	-15%	-46%	1%	i	51	8%
COC(=O)c1cccc(NC(=O)/C=C/c2cccc([N+](=O)[O-])c2)c1	0.0%	0.0%	30	89	16%	6%	-6%	-3%	i	58	8%
O=C(NCc1ccc(OC(F)(F)F)cc1)C1CC2Cn3c(nc4ccccc43)C2N1c1ccccc1 (stereo unspecified)	-0.9%	-0.2%	2.8	51	5.2%	-2%	-20%[20 µM]	11%	i	8	8%
O=C(COC(=O)c1cnccn1)NCc1ccccc1	-0.2%	0.0%	1.8	57	0.9%	-2%	-8%	-3%	i	45	22%
O=C(Nc1ccc2ccccc2n1)Nc1cccs1	-0.2%	-0.2%	-0.4	50	-4.5%	-6%	30%	-11%	i	45	-2%
Cc1ncoc1C(=O)Nc1ccccc1C(N)=O	0.0%	-0.2%	0.7	75	3.5%	2%	-17%	21%	i	57	2%
O=C(NCCCN1CCOCC1)c1ccc(N2CCOCC2)c([N+](=O)[O-])c1	-0.7%	-0.1%	0.4	75	-2.7%	-18%	8%	1%	i	10	2%
COc1ccc(C(=O)N/C(=C\c2cn(C)c3ccccc23)C(=O)NCCCN2CCOCC2)cc1	0.2%	-0.2%	1.5	62	0.5%	-12%	-18%	-12%	i	13	5%
Cc1cccc2cc(C#N)c(SCC(=O)NNC(=O)Cc3ccccc3)nc12	1.2%	-0.1%	3.4	79	-1.7%	8%	-3%	-7%	i	23	5%
Cn1ccc(C(=O)OCC(=O)Nc2ccccc2)n1	-0.1%	0.5%	0.1	60	-3.2%	12%	-28%	·	·	·	-6%
COc1cc(/C=N/NC(=O)c2ccc(NC(=O)C3CC3)cc2)ccc1OC(C)=O	0.0%	-0.1%	1.1	59	-0.8%	-6%	-10%	-4%	i	2	-1%
CCCCOc1cccc(C2(C(=O)O)CCCC2)c1	0.2%	-0.1%	-0.7	80	-0.2%	-4%	0%	-9%	i	20	10%
O=S(=O)(c1ccc(-c2cn3ccccc3n2)cc1)N1CCOCC1	-0.7%	-0.1%	3.0	94	3.0%	6%	-25%	3%	i	19	14%
O=S(=O)(c1ccc(N2CCOCC2)c(Cl)c1)N1CCOCC1	0.4%	-0.2%	0.6	31	-3.3%	-1%	-13%	0%	i	8	-7%
Cc1cc(C)n(-c2ccc(C(=O)OCC(=O)Nc3cc(Cl)ccc3[N+](=O)[O-])cc2)n1	-0.4%	0.6%	1.2	54	7.5%	·	-8%	-1%	i	39	12%
CCOc1ccc(C(C(=O)NC2CCCC2)N(C(=O)c2snc(C(N)=O)c2N)C2CCCC2)cc1 (stereo unspecified)	-1.3%	0.2%	-1.0	53	-8.2%	10%	-14%	-2%	i	53	9%
CN(C)S(=O)(=O)N(CC(=O)N1CCN(c2ccccc2F)CC1)c1ccccc1	-0.9%	0.2%	0.9	24	1.2%	1%	-3%	-5%	i	33	5%
COc1ccc(NC(=O)N2c3ccccc3CC2C)cc1OC (stereo unspecified)	-0.2%	?	0.4	78	-2.0%	-1%	11%	-1%	i	35	25%
CCn1cc(C(=O)O)c(=O)c2cc(F)c(N3CCN(C(=S)Nc4ccc(OC)cc4)CC3)cc21	0.0%	0.3%	3.4	62	·	11%	-6%	6µM*	i	54	1%
CCOc1ccc(NC(=O)Nc2cccnc2)cc1	-0.5%	-0.3%	0.4	99	-0.3%	-2%	-23%	11%	i	56	-6%
O=C(c1ccc(S(=O)(=O)N2CCCCCC2)cc1)N1CCC(CN2C(=O)c3cccc4cccc(c34)C2=O)CC1	·	-0.3%	6.1	39	5.5%	-7%	19%	0%	i	59	5%
O=C(/C=C/c1ccc(Cl)cc1Cl)NCCN1CCOCC1	0.5%	-0.1%	0.0	47	7.1%	10%	-2%	5%	i	20	12%
COc1ccc(Cl)cc1C(=O)NNC(=O)c1nc2nc(C)cc(C)n2n1	0.5%	-0.1%	-1.4	57	4.8%	-6%	22%	-7%	i	19	14%
CCOCCn1c(=NC(=O)CSCC(=O)N2CCOCC2)sc2cc(OC)ccc21	-0.5%	0.0%	0.3	68	2.5%	20%	18%	-6%	i	15	5%
CCCOc1ccc(CN(CCC#N)C(=S)NC(=O)c2ccccc2)cc1	0.2%	-0.2%	4.2	59	10%	8%	24%	-8%	i	21	8%
COc1ccc(CC(=O)NNC2=Nc3cccc4cccc2c34)cc1OC	-0.2%	0.3%	1.1	54	·	7%	17%	-6%	i	26	-6%
Cc1ccc2c(c1)N(Cc1ccc([N+](=O)[O-])cc1)C=NS2(=O)=O	-1.1%	-0.3%	-1.6	82	-3.3%	-10%	-12%	-6%	i	32	-8%
C/C(=N\NC(=O)c1cccnc1)c1c(O)cc(C)oc1=O	-0.1%	-0.1%	0.2	50	5.0%	-3%	-12%	-3%	i	14	4%
Oc1ccc(/C=N/N2CCN(Cc3ccccc3)CC2)cc1	-0.1%	0.6%	0.7	72	-5.4%	0%	-6%[20 µM]	8%	i	48	-9%
COc1ccccc1N1CCN(C2CCN(S(=O)(=O)c3ccc(C)cc3)CC2)CC1	-0.5%	0.5%	3.6	72	3.6%	-3%	-41%	-3%	i	38	-4%
Cc1ccc(NC(=O)CCl)cc1S(=O)(=O)N1CCCCCC1	-0.7%	-0.2%	1.3	51	-5.9%	0%	-18%	1%	i	11	4%
COc1ccc(-c2noc(CCN3C(=O)c4ccccc4C3=O)n2)cc1OC	0.0%	-0.5%	1.0	73	3.7%	-13%	23%	-3%	i	31	3%
CC(C)(CNC(=O)CC1C(=O)NCCN1Cc1cccc(F)c1F)N1CCOCC1 (stereo unspecified)	0.0%	-0.2%	-0.7	55	-3.2%	-2%	-21%	-4%	i	44	6%
COc1ccccc1Nc1nc(Cl)c(C=O)s1	-0.7%	0.6%	1.6	43	0.1%	1%	13%	-10%	i	0	-5%
COc1ccc(OC)c(C2=Nn3c(nnc3-c3cc(OC)c(OC)c(OC)c3)SC2)c1	1.5%	0.3%	9.3	36	-2.8%	0%	2%	32%	i	49	3%
Cc1ccc2c(c1)C1C=CCC1C(C(=O)O)N2 (stereo unspecified)	-0.1%	-0.1%	·	·	-0.6%	3%	25%	8%	i	59	-1%
CC1CCc2cc(F)ccc2N1C(=O)c1cccs1 (stereo unspecified)	-1.0%	-0.1%	0.2	64	7.0%	2%	-18%	-5%	i	32	-12%
